# Source: PubChem
# AddAB inh: growth inhibition of E. coli expressing H. pylori AddAB, primary screen, AddAB inhibitor project, absorbance; inhibition, % at 11.9 µM; 0.29% of 330,000 active; AID 435030, 2010; in the data active = inhibition above about 12%;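 note: 0% = vehicle wells of infected cells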
# PfHsp90 yeast 2: growth inhibition of PfHsp90-expressing yeast, primary screen, antimalarial PfHsp90 inhibitor project, S. cerevisiae, BacTiter-Glo luminescence, single point, set 2. 0.32% of 310,000 active. BacTiter-Glo ATP, 48 h; yeast lacking PDR1 and PDR3 efflux regulators. inhibition, % at 9.4 µM;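 active = every replicate shows inhibition above about 80%, whatever the replicate mean, limit read from the data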;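 note: 0% = DMSO neutral controls and 100% = 20 µM radicicol positive controls; yeast relying on Plasmodium falciparum Hsp90 in place of its own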
# OPRM1-OPRD1 inv: inverse agonists of MOR-DOR heterodimerization, primary screen, cell-based, luminescence; 0.21% of 340,000 active; AID 504357, 2011; cell-based MOR-DOR heterodimer luminescence, inverse agonism; inhibition, % at 9.3 µM; in the data active = inhibition above about 22%, passing the limit was not always enough;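 note: 0% = cells with DMSO and 100% = wells without cells with DMSO; values of inactives mirror those of a sister screen read the other way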
# Pemphigus Ab inh: inhibitors of pemphigus antibody binding to DSG3, primary screen, biochemical, bead-based, flow cytometry, scFv-GFP; 0.48% of 310,000 active; DSG3-coupled beads, scFv-anti-DSG3-GFP binding; active compounds read low; binding (percent of control), % at 10 µM;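 active = binding more than 3 SD below its plate's average and above zero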;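 note: hits lower antibody fragment binding to DSG3; some compounds called inactive have numbers as strong as hits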
# Target sequence (P32926 whole entry, looked up, the tested form may be a part): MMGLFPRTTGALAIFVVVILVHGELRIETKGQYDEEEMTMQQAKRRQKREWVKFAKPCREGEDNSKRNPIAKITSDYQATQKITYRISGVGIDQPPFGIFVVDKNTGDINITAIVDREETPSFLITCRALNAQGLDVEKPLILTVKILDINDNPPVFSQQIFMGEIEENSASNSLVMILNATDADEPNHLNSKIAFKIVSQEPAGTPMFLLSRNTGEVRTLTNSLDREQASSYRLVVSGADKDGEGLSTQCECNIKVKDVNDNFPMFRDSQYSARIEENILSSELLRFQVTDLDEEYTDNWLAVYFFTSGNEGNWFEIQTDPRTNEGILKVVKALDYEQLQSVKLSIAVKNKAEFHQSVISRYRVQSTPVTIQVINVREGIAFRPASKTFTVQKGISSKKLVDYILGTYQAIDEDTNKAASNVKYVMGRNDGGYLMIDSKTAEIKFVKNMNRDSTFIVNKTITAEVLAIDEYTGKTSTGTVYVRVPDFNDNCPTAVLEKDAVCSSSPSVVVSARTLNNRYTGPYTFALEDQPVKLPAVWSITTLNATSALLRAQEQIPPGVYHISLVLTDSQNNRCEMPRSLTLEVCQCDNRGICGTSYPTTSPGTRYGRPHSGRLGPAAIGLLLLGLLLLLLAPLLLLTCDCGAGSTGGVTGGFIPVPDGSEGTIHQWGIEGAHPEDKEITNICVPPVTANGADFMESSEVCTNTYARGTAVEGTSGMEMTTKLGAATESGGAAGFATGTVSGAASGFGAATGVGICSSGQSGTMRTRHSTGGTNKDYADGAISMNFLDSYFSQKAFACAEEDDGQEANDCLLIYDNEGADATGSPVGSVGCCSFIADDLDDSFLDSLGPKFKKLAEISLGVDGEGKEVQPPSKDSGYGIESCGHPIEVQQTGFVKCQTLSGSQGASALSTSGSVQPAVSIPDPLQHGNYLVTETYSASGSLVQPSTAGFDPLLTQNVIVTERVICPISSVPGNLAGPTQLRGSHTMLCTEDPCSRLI
# E coli growth: E. coli V3065 growth inhibition, primary screen, counter-screen for AddAB inhibitor project, absorbance, OD600. 18 h. inhibition, % at 11.9 µM. 0.27% of 330,000 active. AID 449728, 2010;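 active = inhibition above the campaign's mean inhibition across all tested compounds plus 3 SD, cut at about 9.9% in these data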;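 note: uninfected addAB+ strain grown without phage in ampicillin broth; 0% = DMSO wells and 100% = ciprofloxacin 0.95 µg/ml wells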
# Arr AP2 block: inhibitors of beta-arrestin/AP2 binding, primary screen, biochemical, GPCR trafficking, flow cytometry | beta-arrestin 1 C-terminal peptide binding to AP2 beta2-adaptin appendage (human) | FITC-arrestin peptide / GST-AP2 beads; AP2 beta2 appendage carries R879A mutation | inhibition, % at 10 µM | 0.31% of 340,000 active | AID 504490, 2011;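 active = inhibition above a set limit, near 3 SD of compounds lacking own fluorescence, cut at about 54% in these data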;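 note: plate controls were DMSO wells for no effect and 5 µM unlabelled arrestin peptide for full effect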
#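 System: GST-tagged AP2 beta2-adaptin appendage (R879A) on 4 µm glutathione beads / Reagent: FITC-arrestin peptide, 50 nM / Detection: HyperCyt-sampled flow cytometry, FL1 channel, ex 488/em 535 nm / Timing: 12 min plus 1 h, RT / Buffer or medium: PBS plus Tween 20 (0.05%) and BSA (0.1%)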
# Mot1-301 SUMO: yeast Mot1-301 growth rescue at high temperature, primary screen, SUMOylation pathway inhibitor project, S. cerevisiae, ATP luminescence, 38.5C. S. cerevisiae Mot1-301 growth rescue; percent above DMSO median, 100 means doubled. growth rescue, % at 18.8 µM. 1% of 320,000 active. AID 2716, 2010;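 active = every valid replicate shows activation above 250% relative to neutral control wells; inactive = the rest, any valid replicate at or below 250%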;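 note: OY570 slx delta 5 strain wells were the positive control but not used for scaling; some compounds called inactive have numbers as strong as hits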
# PKA-R1A activ: activators of PKA-R1A holoenzyme, primary screen, biochemical, fluorescence polarization, Cy5-IP20, bovine R1A, mouse PKAc | PKA-R1A dissociation; scaled: DMSO 0%, 113 µM cGMP 100% | activation, % at 11.4 µM | 0.083% of 340,000 active | AID 504707, 2011;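 active = percent activation above the mean of all tested compounds plus 3 SD, cut at about 19% in these data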;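 note: higher means more PKAc released from R1A so a rise in polarization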
# MOR-DOR ag: agonists of OPRM1-OPRD1 heterodimerization, primary screen, cell-based, luminescence; activation, % at 9.3 µM; cells; AID 504326, 2011; 0.3% of 340,000 active; Mu-type opioid receptor (Homo sapiens) + Delta-type opioid receptor (Homo sapiens), …; in the data active = activation above about 18%;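 note: 0% = vehicle-treated cells and 100% = reference agonist; values of inactives mirror those of a sister screen read the other way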
# phage Ecoli inh: growth loss of phage-infected E. coli, primary screen, RecBCD inhibitor project, absorbance, with phage, HTS. AID 651602, 2012. inhibition, % at 11.9 µM. 0.26% of 360,000 active; in the data active = inhibition above about 11%
# Tat transport: E. coli Tat export inhibitors, primary screen, MC4100, TorA-mCherry reporter, fluorescence, single point; inhibition, % at 10 µM; AID 488895, 2010; 0.036% of 340,000 active;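 active = mean replicate inhibition at least 50% and at least half of replicates individually reaching 50%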;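 note: exported cargo escapes ClpAP degradation while cytoplasmic cargo is degraded and loses fluorescence; 0% = median of neutral control wells and 100% = median of NaSCN control wells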
# * hit, by the source's call; · = no result given.
# Below each SMILES: Pemphigus Ab inh	PKA-R1A activ	MOR-DOR ag	OPRM1-OPRD1 inv	Arr AP2 block	E coli growth	phage Ecoli inh	Tat transport	AddAB inh	PfHsp90 yeast 2	Mot1-301 SUMO
> O=C(O)c1csc(-c2ccccc2)n1
→ 84	-3	-1.8	10	-24	3.5	-0.2	7	1.5	9	7
> C#CCSc1nc(Cc2ccc(Cl)cc2)nc2ccccc12
→ 98	-2	3.5	-18	8	2.3	0.9	2	0.3	11	5
> Cc1ccc(S(=O)(=O)N2C[C@@H]3[C@H]4CC[C@H](C4)[C@@H]3[C@@H](C)[C@@H]2c2ccn([Si](C(C)C)(C(C)C)C(C)C)c2)cc1
→ 95	-1	-3.9	19	28	2.3	1.3	-3	0.4	·	·
> C/C(N)=C(/C#N)C(=O)COC(=O)c1ccc(OCC2CCCO2)cc1 (stereo unspecified)
→ 116	-1	-0.8	4	17	0.1	-0.1	-2	5.6	-34	-3
> Cc1cc(C)c(NC(=O)c2ccccc2N(C)S(C)(=O)=O)c(C)c1
→ 107	-9	0.7	-4	2	-0.5	2.7	-17	0.8	-9	-15
> CCC(C)c1ccc(N(C(=O)c2ccco2)C(C(=O)NC2CCCC2)c2cccnc2)cc1 (stereo unspecified)
→ ·	2	0.5	-3	4	-0.4	0.0	2	2.2	23	67
> COc1ccc(C(=O)NNC(=O)CSc2nnnn2-c2cc(OC)cc(OC)c2)cc1
→ 116	0	-3.1	17	0	1.6	0.6	-4	0.0	17	-6
> COc1cc(S(=O)(=O)Nc2ccc(C)cc2)ccc1N=Cc1c(C)[nH]n(-c2ccc(C)cc2)c1=O
→ 97	-9	0.5	-3	-10	-1.3	3.8	-6	0.0	21	-24
> CC(=O)N1CCN(Cc2nc3cc(NC(=O)c4ccccc4C)ccc3n2C)CC1
→ 104	-3	-0.7	4	-4	0.8	2.9	-15	2.7	-7	7
> CC(NS(=O)(=O)c1ccc(Br)cc1)C(=O)NCC1CCCO1 (stereo unspecified)
→ ·	-4	-1.6	12	-2	-1.4	-0.7	-2	-3.2	-19	12
> Cc1cccc(C(=O)Nc2nnc(Cc3ccccc3)s2)c1
→ 112	-9	-0.4	2	-4	2.2	1.0	5	4.5	-32	262
> CCOC(=O)C1CCCN(c2c(Nc3ccc(C)c(C)c3)c(=O)c2=O)C1 (stereo unspecified)
→ 97	-5	-1.4	7	2	-3.9	2.4	4	-1.4	-15	1
> O=c1[nH]cn[nH]1
→ 105	3	-1.7	9	-5	0.0	-3.2	-3	4.7	-12	-12
> CCCn1cc(S(=O)(=O)c2ccc(C)cc2)c(=O)c2cc(OC)ccc21
→ 101	13	-2.3	12	-3	-2.5	4.0	-9	-0.9	-9	60
> Cc1cccc(C(=O)Nc2ccccc2C(=O)OCc2c(C)noc2C)c1
→ 100	-2	1.1	-5	9	-1.3	1.2	11	3.6	9	13
> Cc1nnsc1-c1c(C(=O)O)c(C)nn1-c1ccc(OC(F)(F)F)cc1
→ 109	-4	-2.6	14	2	-2.2	2.3	-6	-1.4	12	-5
> N[C@@H](Cc1ccccc1)c1nnc(SCc2ccccc2F)o1
→ 100	-4	-2.0	12	18	-2.2	-0.8	-4	0.5	5	-10
> Nn1c(SCC(=O)N2CCc3ccccc3C2)nnc1-c1cccs1
→ 97	5	-1.5	9	1	1.7	3.3	-4	1.6	-2	2
> COc1cc2cnc(-c3ccccc3)c(-c3cc(OC)c(OC)c(OC)c3)c2cc1OC
→ 105	-6	-2.5	14	-6	0.4	-1.6	23	2.1	6	-12
> COc1cc(O)c(C(CC(=O)N2CCCC(C)C2)c2ccc3c(c2)OCO3)c(OC)c1 (stereo unspecified)
→ 109	4	-1.3	7	-1	0.3	3.3	-10	3.0	·	-13
> CCOC(=O)c1c(NC(=O)CC2Sc3ccc(C(F)(F)F)cc3NC2=O)sc(C)c1C (stereo unspecified)
→ 102	1	0.2	-1	0	-2.3	2.7	7	1.5	0	-3
> FCCCOc1ccc(/C=N/OCc2ccc(Cl)cc2Cl)cc1
→ 117	6	2.8	-13	1	0.2	1.0	-4	3.1	16	-8
> CCOC(=O)CN1C(=O)S/C(=C/c2cc(C)n(C)c2C)C1=O
→ 115	7	-0.9	5	-4	0.9	1.4	-3	2.2	6	415
> COc1cc(/C=C(\C#N)C(=O)Nc2ccccc2)ccc1OCCN1CCOCC1
→ 101	-7	-3.3	17	47	0.2	1.3	-1	5.0	-5	-10
> Cc1nn(-c2ccccn2)c2c1C(=O)C(Br)CC2 (stereo unspecified)
→ ·	-4	5.3	-25	8	·	·	-11	·	-1	·
> CC(=O)Nc1ccc(S(=O)(=O)N2CCCCC2C(=O)O)cc1 (stereo unspecified)
→ 95	-5	-4.3	20	33	2.0	2.2	5	0.5	-13	-10
> CCC(=O)N1c2ccccc2NC2=C(C(=O)CC(C)(C)C2)C1c1ccc(O)c(OC)c1 (stereo unspecified)
→ 94	-3	-1.6	8	30	-2.1	4.1	0	-1.5	5	-2
> CCOc1ccc(NC(=O)CN2CCC(n3cnc4cc(F)ccc43)CC2)cc1
→ 104	·	·	·	20	-1.0	2.9	-2	-1.0	-7	6
> CCCCC(=O)N/C(N)=N/c1nc2ccccc2o1
→ ·	0	3.0	-15	-22	-0.1	-2.3	0	-2.3	-18	1
> CCOC(=O)Cc1csc(NC(=O)C2CCCN(S(=O)(=O)c3cnc[nH]3)C2)n1 (stereo unspecified)
→ 109	-4	0.4	-2	-1	14*	1.5	8	24*	37	185
> Cn1c(CNC(=O)CCNC(=O)c2ccc(F)c(F)c2)cc(=O)n(C)c1=O
→ 103	2	-2.6	14	35	-0.8	0.0	-6	2.4	8	18
> CCOC(=O)CSc1nc(-c2ccc3c(c2)OCO3)ccc1C#N
→ 89	-15	-2.1	11	22	1.3	-1.7	-11	1.6	·	-19
> COc1ccc(CNCCSc2nnnn2C)cc1OC
→ 100	-15	-0.4	2	-5	0.7	-0.8	0	0.9	-1	12
> COc1ccccc1CC(=O)NCC1CCCO1 (stereo unspecified)
→ 98	-14	-2.5	14	-10	1.4	4.5	1	-0.3	21	·
> Cc1ccc(S(=O)(=O)N2CCN=C2SCc2ccc(Cl)c(Cl)c2)cc1
→ 96	-8	-0.6	3	0	-0.5	1.2	-4	2.9	-3	142
> Cc1cc(N2CCN(C)CC2)nc2ccc(NC(=O)c3ccccc3F)cc12
→ 101	3	-1.4	7	-23	-0.2	0.3	-4	-0.2	8	-5
> Cc1ccnc(NS(=O)(=O)c2ccc(NC(=O)C3CC3)cc2)n1
→ 101	-6	-4.6	23	3	2.7	1.4	-17	1.1	-7	-7
> O=C(O)c1cnn2cc(-c3[nH]ncc3[N+](=O)[O-])cnc12
→ 95	-4	-2.4	15	-2	0.5	3.1	1	2.2	5	-2
> Fc1ccc(C2c3cccn3CCN2C(=S)Nc2cccc(F)c2)cc1 (stereo unspecified)
→ 117	2	2.0	-9	-20	-0.2	0.5	-10	2.7	18	2
> CC(=O)OC1CC(n2ccc(NC(=O)c3ccccc3)nc2=O)OC1CO (stereo unspecified)
→ 106	9	-1.3	7	8	3.1	3.0	-9	-0.3	-45	-21
> CCOC(=O)c1c(C)[nH]c(C)c1S(=O)(=O)N(C)CC(=O)Nc1ccccc1OC
→ 104	0	-2.8	15	27	-1.1	1.8	4	3.4	3	-5
> CCOc1cc(C=O)ccc1OCCSc1ccc(Cl)cc1
→ 125	2	7.0	-32	4	0.0	1.2	7	0.9	2	23
> Cc1cc(C)nc(-n2nc(C)c3c(C(F)F)cc(C)nc32)n1
→ 106	-8	-1.3	5	-2	1.4	1.5	-1	1.7	37	-8
> O=C(Cc1c[nH]c2ccccc12)NCc1ccc2c(c1)OCO2
→ 117	-5	0.3	-2	4	0.2	5.0	-8	-1.9	-10	26
> Cc1cc(NC(=O)c2ocnc2C)no1
→ 98	5	-1.1	6	11	0.5	2.0	6	0.9	-12	-16
> CO/N=C/NC(=O)c1cn(-c2ccc(F)cc2)c(=O)c2ccccc12
→ 99	-1	-1.4	7	30	-0.8	2.8	-6	1.8	·	·
> Cc1ccc(NC(=O)CCNS(=O)(=O)c2cc(Br)cnc2N)cc1Cl
→ 128	-14	4.7	-25	16	0.8	0.7	11	4.2	12	-1
> CCOc1ccc(C(=O)CN2C(=O)NC3(CCCCCC3)C2=O)cc1
→ 98	-6	-1.5	10	14	-1.5	5.6	-7	2.4	·	-13
> CN(CCc1ccccc1)C(=O)c1ccc(NC(=O)Cc2cccc(NC(=O)C3CCN(C(=O)c4ccccc4)CC3)c2)cc1
→ 101	-1	-2.5	12	-7	·	3.7	1	·	-14	·
> CC(C)(C)c1ccc(Oc2coc3cc(OCC(=O)O)ccc3c2=O)cc1
→ 100	-7	0.1	0	-7	-1.8	0.9	-5	0.5	-5	-28

# More compounds:
# Below each SMILES: Pemphigus Ab inh	PKA-R1A activ	MOR-DOR ag	OPRM1-OPRD1 inv	Arr AP2 block	E coli growth	phage Ecoli inh	Tat transport	AddAB inh	PfHsp90 yeast 2	Mot1-301 SUMO
> Cc1ccc(S(=O)(=O)N2CCC(C(=O)NCCCN3CCCCCC3)CC2)cc1
→ 104	-2	-1.2	6	-2	-0.4	0.7	1	-1.1	9	10
> Cc1ccccc1OCC(O)Cn1c(N2CCN(c3ccccc3)CC2)nc2c1c(=O)[nH]c(=O)n2C (stereo unspecified)
→ 84	-6	-0.5	3	3	1.9	2.7	0	3.2	23	-10
> CN(C)c1ccc(CNCCC2(O)CCOC(C)(C)C2)cc1 (stereo unspecified)
→ 104	-4	-2.4	14	9	-0.8	-0.6	-3	1.8	4	-26
> O=C(Nc1cccnc1)c1noc2c1CCCC2
→ 103	1	-0.3	2	-9	0.6	2.5	-2	-0.7	·	·
> O=C(Cc1ccc(NC(=O)C2CCCN(C(=O)C3CCCCC3)C2)cc1)Nc1ccc(C(=O)N2CCOCC2)cc1 (stereo unspecified)
→ 101	-8	-2.2	10	-19	·	0.2	0	·	-18	·
> Cc1ccc2nc(/C(C#N)=C\c3ccc(N4CCCCC4)c([N+](=O)[O-])c3)[nH]c2c1
→ 89	2	-0.5	3	20	0.7	-0.8	-7	-0.1	-5	11

# Compounds were not picked by outcome. Share with any hit: about 2.8%.
